mHtt clearance – compounds clearing mutant huntingtin protein; inhibition, % at 1.5 µM; hit rate 0.42% among 47,000; HeLa Exon1htt(103Q)mCFP, aggregate imaging; zero = plate's median compound well;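 active means inhibition of aggregate fluorescence above about 70%, also judged a hit by eye on the cell image, limit read from the data, passing the limit was not always enough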;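 further: cells exposed to compound for three days before fixation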
mHtt clearance grain fraction – further read-out of mHtt clearance, marked with its call; fraction fluorescence in grains; measured here: aggregate grain fluorescence fraction; stronger effect = lower value;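 scaled fraction of total cell fluorescence in grains with unit not stated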
Numbers without * were called inactive; i = inactive. Some of the compounds tested, so the mix of outcomes need not match the whole.

mHtt clearance	mHtt clearance grain fraction	molecule
-8	24	CC1CCCN(C(=O)Cn2nnc(-c3cccnc3)n2)C1 (stereo unspecified)
20	27	CC(=O)N1CCN=C1SCc1c(F)cccc1Cl
-64	34	O=C(NCCN1CCc2ccccc2C1)C1CC(=O)N(C2CCCC2)C1 (stereo unspecified)
-15	36	CC(=O)c1cc(C#N)c(Oc2cc(C)cc(C)c2)nc1C
-2	33	Cc1ccc(S(=O)(=O)N2CCCCC2C(=O)N2CCN(c3ccccc3F)CC2)cc1 (stereo unspecified)
21	17	CN(CCCNC(=O)c1ccc(N2CCCC2=O)cc1)c1ccccc1
-7	40	CCOC(=O)C1C(c2ccc(C)o2)NC(=O)NC1(O)C(F)(F)F (stereo unspecified)
5	41	C=CCNC(=O)c1ccc(C(=O)c2ccccc2)cc1
16	23	CCCc1cc(NCC2CCCO2)n2c(nc3ccccc32)c1C#N (stereo unspecified)
-2	35	O=C(c1ccc(COc2ccc(F)cc2)o1)n1cccn1
-75	34	COCCSc1ccccc1C(=O)NCc1ccco1
8	17	O=C(O)CNS(=O)(=O)c1cccc2nsnc12
14	16	Cc1cc(C)n(C(=O)Cn2nc(C(F)F)cc2C)n1
-2	35	O=C(O)c1cc(S(=O)(=O)NCc2ccco2)c(Cl)cc1Cl
14	38	Cc1ccc(S(=O)(=O)N2CCC(C(=O)N3CCC(C(=O)NCc4cccnc4)CC3)CC2)cc1
16	34	O=C(O)c1nn2c(c1Br)NC(c1ccccc1)CC2C(F)(F)F (stereo unspecified)
3	35	COc1cccc(NC(=O)N(C2CCCCC2)C(C)c2cccs2)c1 (stereo unspecified)
13	17	CCCc1nc(Nc2nc3ccccc3o2)nc(C)c1C(=O)OCC
-229	102	CCc1ccc(N2CC34C=CC(O3)C(C(=O)OC(C)C)C4C2=O)cc1 (stereo unspecified)
30	15	OCCNc1nc(N2CCN(Cc3ccccc3)CC2)nc2ccccc12
22	15	CCOC(=O)N1CCN(CCC(=O)c2ccc(Cl)cc2)CC1
19	17	Cc1ccc(S(=O)(=O)N(C)Cc2nc(-c3ccncc3)no2)cc1
20	31	Cc1cccc(CSc2ncc(CO)n2C)c1
29	13	CCOC(=O)c1nn(-c2ccc(OC)cc2)c(=O)c2c(N)scc12
-4	17	CC(=O)N=C(N)Sc1nc2ccccc2[nH]1
-39	47	Cn1c(CN2CCCCC2)nc2cc(NC(=O)c3ccc(F)cc3)ccc21
-18	21	CCOC(=O)c1ccc(Nc2nc(C)cc(=O)[nH]2)cc1
9	36	CCc1nn(-c2cc(Cl)ccc2OC)c2c1C(=O)CCC2
-13	42	CCOc1ccccc1N(CC(=O)Nc1ccccc1C(=O)OC)S(C)(=O)=O
i	137	CN(C)C=Nc1ncc2c([nH]c3ccccc32)c1C#N
45	11	CCCCC(O)(C(NC=O)C(=O)OC)C(F)(F)F (stereo unspecified)
-1	21	CN(CCc1ccccn1)Cc1ccc(Cl)cc1Cl

Next part, overlapping the part above by two compounds.
mHtt clearance	mHtt clearance grain fraction	molecule
45	11	CCCCC(O)(C(NC=O)C(=O)OC)C(F)(F)F (stereo unspecified)
-1	21	CN(CCc1ccccn1)Cc1ccc(Cl)cc1Cl
-97	33	COC(=O)c1cc(S(=O)(=O)N2CCC(C)CC2)ccc1F
-41	26	CC(C(=O)N1CCN(C)CC1)N1C(=O)c2ccccc2C1=O (stereo unspecified)
-5	19	CC1=CC(c2ccccc2)n2nc(NS(=O)(=O)c3ccc(C)cc3)nc2N1 (stereo unspecified)
-9	23	O=C(NNc1ncc(C(F)(F)F)cc1Cl)c1c(Cl)cccc1Cl
-16	22	O=C(NCc1cccc(Cl)c1)c1ccco1
7	29	Cc1c(-c2ccccc2)nc2ccccc2c1C(=O)Oc1ccc([N+](=O)[O-])cc1
-36	23	COc1ccc(N2C(=O)CCC(C(=O)N3CCOCC3)C2c2ccc(F)cc2)cc1 (stereo unspecified)
-95	68	COc1ccccc1-c1nc(C#N)c(N2CCc3ccccc3C2)o1

A stretch taken from the entries so far:
mHtt clearance	mHtt clearance grain fraction	molecule
-229	102	CCc1ccc(N2CC34C=CC(O3)C(C(=O)OC(C)C)C4C2=O)cc1 (stereo unspecified)
30	15	OCCNc1nc(N2CCN(Cc3ccccc3)CC2)nc2ccccc12
22	15	CCOC(=O)N1CCN(CCC(=O)c2ccc(Cl)cc2)CC1
19	17	Cc1ccc(S(=O)(=O)N(C)Cc2nc(-c3ccncc3)no2)cc1
20	31	Cc1cccc(CSc2ncc(CO)n2C)c1
29	13	CCOC(=O)c1nn(-c2ccc(OC)cc2)c(=O)c2c(N)scc12
-4	17	CC(=O)N=C(N)Sc1nc2ccccc2[nH]1
-39	47	Cn1c(CN2CCCCC2)nc2cc(NC(=O)c3ccc(F)cc3)ccc21
-18	21	CCOC(=O)c1ccc(Nc2nc(C)cc(=O)[nH]2)cc1
9	36	CCc1nn(-c2cc(Cl)ccc2OC)c2c1C(=O)CCC2
-13	42	CCOc1ccccc1N(CC(=O)Nc1ccccc1C(=O)OC)S(C)(=O)=O
i	137	CN(C)C=Nc1ncc2c([nH]c3ccccc32)c1C#N
45	11	CCCCC(O)(C(NC=O)C(=O)OC)C(F)(F)F (stereo unspecified)
-1	21	CN(CCc1ccccn1)Cc1ccc(Cl)cc1Cl
-97	33	COC(=O)c1cc(S(=O)(=O)N2CCC(C)CC2)ccc1F
-41	26	CC(C(=O)N1CCN(C)CC1)N1C(=O)c2ccccc2C1=O (stereo unspecified)
-5	19	CC1=CC(c2ccccc2)n2nc(NS(=O)(=O)c3ccc(C)cc3)nc2N1 (stereo unspecified)
-9	23	O=C(NNc1ncc(C(F)(F)F)cc1Cl)c1c(Cl)cccc1Cl
-16	22	O=C(NCc1cccc(Cl)c1)c1ccco1
7	29	Cc1c(-c2ccccc2)nc2ccccc2c1C(=O)Oc1ccc([N+](=O)[O-])cc1
-36	23	COc1ccc(N2C(=O)CCC(C(=O)N3CCOCC3)C2c2ccc(F)cc2)cc1 (stereo unspecified)
-95	68	COc1ccccc1-c1nc(C#N)c(N2CCc3ccccc3C2)o1

The listing continues:
mHtt clearance	mHtt clearance grain fraction	molecule
-39	55	COc1ccc(CC(=O)Nc2nc3ccc(F)cc3s2)cc1S(=O)(=O)N1CCOCC1
-14	39	CCN(CC)c1nc2n(c(=S)n1)CCS2
-20	40	CCOC(=O)CN1C(=O)COc2ccc(C(C)(C)C)cc21
31	12	CC(=O)Nc1ccc(NC(=O)CN(c2ccccc2Cl)S(C)(=O)=O)cc1
-21	23	CCCCC(=O)Nc1ccc(C(=O)NCC(=O)OC)cc1
40	13	N#CC1=C(N)C(C#N)(C#N)[C@H](c2c(F)cccc2F)[C@H]2CC3(CC=C12)OCCO3
35	14	COC(=O)CN1C(=O)C(O)(CC(=O)c2ccccc2)c2ccccc21 (stereo unspecified)
-10	41	CCCCn1c(-c2ccccc2)nnc1-c1ccccc1
1	22	C/C(N)=C(/C#N)C(=O)COC(=O)CCC1CCCC1
14	27	COc1cc(C2=NOC(C(=O)NCc3cccs3)C2)cc(OC)c1OC (stereo unspecified)
20	25	O=S(=O)(NCCSCc1c(Cl)cccc1Cl)c1ccc2c(c1)OCCO2
-38	41	O=C(COc1ccccc1Cl)N1CCN(c2ncccn2)CC1
12	21	Cc1cc(C)n2ncc(C(=O)NCCc3ccccc3)c2n1
-54	57	Cc1oc(CC(C)C)cc1C(=O)Nc1ccc(C(=O)O)cc1
-10	37	COC(=O)Cn1cc(C(=O)c2ccco2)c2ccccc21
17	15	O=C(Cc1ccsc1-c1ccccc1)NO
-1	37	CCCc1[nH]nc2c1C1(CCOC1C)C(C#N)=C(N)O2 (stereo unspecified)
8	16	COCCOC(=O)c1c(C)oc2ccc(OC(=O)c3c(OC)cccc3OC)cc12
54	20	Cc1csc(SCCn2c(Br)nc3c2c(=O)[nH]c(=O)n3C)n1
30	29	Cn1c(N)c(C(=O)NCc2ccccc2Cl)sc1=S
20	19	Cc1ccc(C(=O)CSC2=C(C#N)C(c3ccco3)C3=C(CC(C)(C)CC3=O)N2)cc1 (stereo unspecified)
20	32	Cc1cccc(NC(=O)COc2nsnc2N2CCOCC2)c1
-44	67	Cc1nc(C)c(C(=O)C2=C(O)C(=O)N(CCN3CCOCC3)C2c2ccco2)s1 (stereo unspecified)
0	40	CCOC(=O)C1CCN(C(=O)CCn2c(=O)[nH]c3ccsc3c2=O)CC1
43	13	Cc1ccc(-c2n[nH]c(=S)n2/N=C/c2cccn2C)cc1
32	23	Cc1ccc(NC(=O)C2CCCN(S(=O)(=O)c3cnc[nH]3)C2)cc1C (stereo unspecified)
-86	78	N#C/C(=C1\C(=O)Nc2c(Cl)cc(Cl)cc21)c1nnc2n1CCCCC2
-13	34	CCOc1ccc(-c2nnc(-c3cccs3)o2)cc1OCC
28	15	CCOC(=O)N1CC=C2C(C#N)=C(N)C(C#N)(C#N)[C@H](c3ccsc3)[C@H]2C1
66	6.8	O=C(Nc1ccc2c(c1)OCO2)c1cnc2n(c1=O)CCS2
-43	63	O=C(NCC1CCCO1)c1cccc(N2CCCC2=O)c1 (stereo unspecified)
-79	34	Cc1cc2nc3c(nc2cc1C)C1(C(=O)O)CCC3(C)C1(C)C (stereo unspecified)
-32	48	NC(=O)C1CCN(C(=O)N2c3ccccc3Sc3ccccc32)CC1
-57	28	Cc1ccccc1OCC(O)Cn1nnc2ccccc21 (stereo unspecified)
15	18	O=C1COc2ccc(OCc3ccc(F)cc3)cc21
34	12	O=C(COc1cccc2cccnc12)N/N=C1\SCC(=O)N1Cc1ccco1
47	18	N#CC1=C(N)Oc2cc(N)ccc2C1C1CC=CCC1 (stereo unspecified)
49	11	O=C(Nc1ccc2nn(-c3ccccc3)nc2c1)c1ccc2c(c1)OCCO2
-27	43	COc1ccc(C(c2nnnn2Cc2cccs2)N2CCN(c3ccc(F)cc3)CC2)cc1OC (stereo unspecified)
-34	49	O=C(O)CNC1=NCCCCC1
32	27	CCN(CC)C(=O)CSc1ncnc2c1nnn2-c1ccc(OC)cc1
19	34	CCCCn1c(SCC(=O)N2CCCCC2C)nc2cc(S(N)(=O)=O)ccc21 (stereo unspecified)
-213	140	CCOC(=O)c1ccc(NC(=O)C(C)N2C(=O)c3ccccc3C2=O)cc1 (stereo unspecified)
3	34	CCOc1ccc(N(CC(=O)NC2CCCC2)C(=O)CCC(=O)Nc2ccccn2)cc1
-109	79	O=c1cc(-c2cccs2)oc2ccc(Cl)cc12
18	14	O=C1CN(S(=O)(=O)c2ccccc2)CC(=O)N1CCc1ccccc1
-32	49	O=C(CN(CC1CCCO1)C(=O)CCC(=O)Nc1nccs1)NCC1CCCO1 (stereo unspecified)
20	17	Cc1cc(C(=O)CSc2nnc(-c3cccs3)n2Cc2ccccc2)c(C)n1C
17	40	Cc1ccc(C(c2sc3ncnn3c2O)N2CCCCC2)cc1 (stereo unspecified)
-10	38	CS(=O)CSc1nc2c(cc1C#N)CCCC2 (stereo unspecified)
6	19	CCN1CCN(c2ncc(C(=O)N3CCN(c4ccccc4OC)CC3)c3ccccc23)CC1
19	15	CC(=O)c1nnn(-c2nc(N3CCCC3)nc(N(c3ccccc3)c3ccccc3)n2)c1C
24	24	Nc1nc2n(n1)C(c1c(F)cccc1Cl)CC(c1ccc(F)cc1)N2 (stereo unspecified)
4	33	CCOC(=O)C1=C(NC(=O)c2ccc(Br)o2)Nc2ccccc2N=C1
-5	20	Cc1ccc(C(=O)CSc2nnc(CNc3ccc(C)cc3C)o2)cc1
-19	43	COC(=O)C(C)NC(=O)C1CCCN1S(=O)(=O)c1cc(C)c(Cl)cc1C (stereo unspecified)

New compounds follow.
mHtt clearance	mHtt clearance grain fraction	molecule
-45	53	CCOC(=O)CNS(=O)(=O)c1cc(-c2nn(C)c(=O)c3ccccc23)ccc1C
30	22	CCOC(=O)c1cc(C#N)c(SCc2ccc(C#N)cc2)nc1C
-5	35	CCOC(=O)COc1ccc2c(c1)C(=O)CC(C)(c1cccnc1)O2 (stereo unspecified)
39	12	Cc1nc2ccc(NC(=O)NCc3ccco3)cc2s1
-28	62	CN(C)CCNC(=O)c1cc2c(=O)n(C)c3ccccc3c2n1C
36	24	Cc1ccc(C(=O)CSc2n[nH]c(C)n2)cc1
18	29	Cc1nn(C)c(C)c1NS(=O)(=O)c1ccccc1
-24	23	O=C(O)CCc1ccc(-c2ccccc2)o1
-61	26	NC(=O)C1CCCN(C(=O)c2ccc(Cl)cc2)C1 (stereo unspecified)
11	33	C=CCSc1nc2c(cnn2-c2ccc(C)c(C)c2)c(=O)[nH]1
-4	23	COc1ccc(N2CCN(CCNC(=O)c3c(C)cc(=O)oc3C)CC2)cc1
-69	67	CCOC(=O)Cn1nc(Cc2ccccc2)c2ccccc2c1=O
-8	50	O=C(CSCc1ccccn1)Nc1ccccc1
-59	31	Cn1cc(CNC(=O)C2CCCCC2)cn1
34	20	CC1CCc2nn(CC(=O)NCCCN3CCOCC3)cc2C1 (stereo unspecified)
11	32	CCCOC(=O)c1ccc(Oc2c(-c3ccc(OC)cc3O)n[nH]c2C)cc1
-32	47	CCOC(=O)c1sc2nc(N3CCOCC3)c3c(c2c1N)CCC3
23	22	O=C1CN(C(=O)COC(=O)C2=COCCO2)c2ccccc2N1
22	31	Cc1cc(-c2ccccc2)nc(N2CCC(C(=O)NC34CC5CC(CC(C5)C3)C4)CC2)n1
-85	38	CCOC(=O)c1ccc(NC(=O)Nc2ccn(C)n2)cc1
9	15	Cc1ccc(S(=O)(=O)c2c(N)n(CCC(C)C)c3nc4ccccc4nc23)cc1
26	15	CC1CCCCC1NC(=O)c1ccc(N2CCCC2=O)cc1 (stereo unspecified)
15	31	Cc1cccc(-c2noc(CCCC(=O)Nc3cccnc3)n2)c1
3	32	CCOC(=O)CSc1nc2ccccc2n1CC(=O)N1CCN(c2ccccc2)CC1
-35	22	O=C(CCn1c(=O)oc2ccccc21)NCCN1CCc2ccccc2C1
-4	45	COc1cc(OC)cc(-c2nnc(SCC(=O)N(Cc3ccccc3)C(C)(C)C)o2)c1

High-throughput results (PubChem)
